TAAR1 ag: human TAAR1 agonism; Q96RJ0; CHO RD-HGA16 TAAR1, Fluo-8 calcium fluorescence; vehicle wells 0%, saturating PEA agonist 100%; activation, % at 3 µM; 360,000 tested, 0.99% active; AID 624467;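 active = activation above the mean activation of all test compounds in the run plus 3 SD, cut at about 38% in these data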
Target sequence (Q96RJ0 whole entry, looked up): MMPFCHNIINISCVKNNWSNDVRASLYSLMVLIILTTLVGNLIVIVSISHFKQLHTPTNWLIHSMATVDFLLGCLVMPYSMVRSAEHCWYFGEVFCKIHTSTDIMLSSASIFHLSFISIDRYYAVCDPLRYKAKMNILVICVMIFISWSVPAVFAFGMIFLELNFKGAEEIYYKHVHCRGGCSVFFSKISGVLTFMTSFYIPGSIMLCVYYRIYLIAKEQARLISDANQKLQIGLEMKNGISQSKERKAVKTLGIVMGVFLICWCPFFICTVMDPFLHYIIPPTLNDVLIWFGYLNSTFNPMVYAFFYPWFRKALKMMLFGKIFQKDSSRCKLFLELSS
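System: CHO-derived RD-HGA16 cells with stable Gα16 and human TAAR1 / Times: 17-24 h plating, Fluo-8 75 min 37 °C, 30 min RT / Technique: calcium-sensitive Fluo-8 signal, excitation 470-495, emission 515-575 nm / Measure: % activation relative to PEA EC100 response / Benchmarks: DMSO and PEA EC100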
M1 PAM: positive allosteric modulators of human M1 muscarinic receptor; P11229; CHO-K1 hM1, Fluo-8 calcium fluorescence, ACh EC20; 0% = ACh EC20, 100% = maximal ACh; activation, % at 3 µM; 360,000 tested, 0.088% active; AID 588819; in the data active = activation above about 19%, passing the limit was not always enough
Target sequence (P11229 whole entry, looked up): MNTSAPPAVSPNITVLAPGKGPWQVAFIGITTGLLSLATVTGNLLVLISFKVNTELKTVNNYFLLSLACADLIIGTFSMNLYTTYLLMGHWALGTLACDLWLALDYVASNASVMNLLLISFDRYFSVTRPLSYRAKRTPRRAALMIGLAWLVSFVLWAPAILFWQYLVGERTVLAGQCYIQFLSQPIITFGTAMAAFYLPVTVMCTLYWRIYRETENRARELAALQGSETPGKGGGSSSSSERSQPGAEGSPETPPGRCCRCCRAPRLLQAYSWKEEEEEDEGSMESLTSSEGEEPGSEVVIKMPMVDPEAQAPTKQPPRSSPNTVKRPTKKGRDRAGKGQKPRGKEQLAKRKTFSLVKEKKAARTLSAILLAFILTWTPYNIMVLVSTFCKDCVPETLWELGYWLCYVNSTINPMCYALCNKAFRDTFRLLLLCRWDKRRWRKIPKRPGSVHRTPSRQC
CHO parental Ca: counter-screen for OX1R antagonists: effect in parental CHO cells; parental CHO-K1, ATP-induced calcium, Fluo-8 fluorescence; inhibition, % at 5.6 µM; 330,000 tested, 0.63% active; AID 463079;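 active = inhibition above that plate's mean sample inhibition plus 3 SD, cut at about 26% in these data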;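 note: 0% = ATP-challenged DMSO wells and 100% = DMSO wells without ATP; some compounds past the cut are filed as inactive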
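material = parental CHO cells | also added = ATP as calcium-mobilizing challenge | dosing = single point at 5.6 µM | detection = intracellular calcium via Fluo-8 no-wash fluorescent dye | read-out = % inhibition | benchmarks = low control ATP plus DMSO, high control DMSO only | repeats = one well per compound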
CHO-K1 Ca antag: nonselective inhibitor or artifact in parental CHO-K1 cells; ATP-induced calcium, Fluo-8 fluorescence; inhibition, % at 3 µM; 360,000 tested, 0.6% active; AID 602250;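 active = inhibition above a per-plate cutoff, the plate's mean sample inhibition plus 3 SD, cut at about 24% in these data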;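 note: 0% = DMSO plus EC80 ATP and 100% = DMSO alone without ATP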
M1 PAM parental: M1 PAM counterscreen hit in parental CHO-K1 cells | 360,000 tested, 0.02% active | ATP EC20, Fluo-8 calcium fluorescence; 0% at ATP EC20, 100% at ATP max | AID 602247 | activation, % at 3 µM;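 active = activation above the run cutoff, the mean activation of all test compounds plus 3 SD, cut at about 40% in these data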;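 note: peak over basal fluorescence ratio in a 140 s read after ATP addition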
CHRM1 agonist: agonists of human M1 muscarinic receptor | P11229 | CHO-K1 hM1, Fluo-8 calcium fluorescence, agonist mode; 0% DMSO, 100% acetylcholine EC100 | activation, % at 3 µM | 360,000 tested, 0.33% active | AID 588814;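 active = activation above the run's mean compound activation plus 3 SD, cut at about 16% in these data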;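 note: peak over basal fluorescence ratio within a 140 s kinetic read after compound addition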
M1 antag: blocks human M1 muscarinic receptor. P11229. CHO-K1 hM1, Fluo-8 calcium fluorescence, ACh EC80 antagonist. inhibition, % at 3 µM. 360,000 tested, 1.3% active. AID 588852;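 active = percent inhibition above its own plate's cutoff, namely the mean of that plate's compound wells plus 3 SD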;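 note: peak over basal fluorescence ratio during 140 s after agonist addition; 0% = ACh EC80 plus DMSO and 100% = DMSO alone without agonist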
M1 ag parental: nonselective activator or artifact in parental CHO-K1 cells | Fluo-8 calcium fluorescence; scaled to maximal ATP response, vehicle zero | activation, % at 3 µM | 360,000 tested, 0.48% active | AID 602248; in the data active = activation above about 15%;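 note: untransfected CHO-K1 host cells lacking M1 receptor as counterscreen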
TAAR1 antagonist: antagonists of human TAAR1 | Q96RJ0 | CHO RD-HGA16 TAAR1, Fluo-8 calcium fluorescence, antagonist | inhibition, % at 3 µM | 360,000 tested, 1.5% active | AID 624466;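 active = inhibition above a per-plate cutoff, the mean inhibition of test compounds on that plate plus 3 SD, cut at about 49% in these data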;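 note: 0% = DMSO plus EC80 beta-PEA response and 100% = DMSO alone without agonist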
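System: CHO RD-HGA16 cells bearing hTAAR1. Reagent: EC80 β-phenethylamine stimulus. Schedule: seeding 17-24 h prior, 75-min 37 °C, 30-min RT dye loading. Signal: Fluo-8 intracellular calcium dye fluorescence, real-time kinetic reads. Read-out: % inhibition from peak post-agonist over basal fluorescence ratio. Benchmarks: vehicle wells and EC80 agonist wells. Replicates: n of 1.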
Starred values were filed as active, the others as inactive; x = not tested or not shown.

SMILES	TAAR1 ag	M1 PAM	CHO parental Ca	CHO-K1 Ca antag	M1 PAM parental	CHRM1 agonist	M1 antag	M1 ag parental	TAAR1 antagonist
COc1ccccc1/C=C/C=NC1C(=O)N(c2ccccc2)[N+](C)=C1C (stereo not given)	1	-4	-11	-2	2	-6	5	1.2	11
COc1ccc(S(=O)(=O)NC(=O)C2(C)CCN2C(=O)CC2CC2)cc1 (stereo not given)	1	8	x	-17	12	-2	-19	0.3	-22
NC(=S)N/N=C/c1cccc(Br)c1	0	11	12	-13	12	-4	-5	0.2	12
N/C(COc1ccc(Cl)cc1Cl)=N\NS(=O)(=O)c1ccccc1	0	8	-15	2	9	-4	-6	0.1	-1
CCOC(=O)[C@H]1[C@H]2COc3ccc(Br)cc3[C@H]2N2C(=O)CNC(=O)[C@@]12C	8	-1	-18	-6	12	-3	-1	1.2	11
O=C(c1c(F)cccc1F)N1CCC(n2nnc3cc(C(F)(F)F)ccc32)CC1	2	2	-18	-11	5	1	-3	3.7	-9
COc1ccccc1N1CCN(C(=O)CCC(=O)Nc2nnc(C(C)C)s2)CC1	1	7	0	-14	14	-2	-7	0.3	4
Cc1nc2c(C#N)cnn2c2c1CCN(Cc1ccccc1)N2C	-1	6	-13	-11	17	-4	-6	0.0	-24
O=C(c1ccc(-n2cncn2)c([N+](=O)[O-])c1)N1CCN(S(=O)(=O)c2c(F)cccc2F)CC1	0	-3	-12	2	-16	-5	9	0.5	1
COc1ccc(NC(=O)CCc2nnc3ccc(NCc4ccc5c(c4)OCO5)nn23)cc1	2	2	-19	-9	-1	-3	2	0.2	-7
Cc1ccccc1NC(=O)CSCC(=O)Nc1ccccc1C	5	-9	-12	-10	9	-3	2	0.1	3
CS(=O)(=O)N(CCc1ccccc1)CC(=O)Nc1ccccc1	4	-3	-10	6	-3	-4	6	0.6	-5
CCCCN1C(=O)C(C#N)CC2=C1CC(C)(C)CC2=O (stereo not given)	0	8	x	-7	11	-2	-12	0.0	-3
COc1ccc(-c2nc(-c3ccccn3)ncc2S(C)(=O)=O)cc1	-2	-5	-7	-8	5	-6	8	0.3	10
c1ccc(OCCn2c(-c3ccco3)nc3ccccc32)cc1	3	6	-23	-15	12	-1	-29	0.5	2
CCCOc1ccc([C@@H]2C3CN(C(=O)OCC)CC=C3C(C#N)=C(N)C2(C#N)C#N)cc1OC (stereo not given in full)	x	-1	-22	-2	8	-5	4	-0.9	x
COc1ccc(S(=O)(=O)N2CCOC23CCN(S(C)(=O)=O)CC3)cc1	2	6	-10	0	17	-1	0	0.8	-14
Cc1nc(SCC(=O)N2CCCC2=O)nc(C)c1C	0	0	-13	7	23	-1	-1	0.5	-7
O=C1COc2ccc(C(=O)CSc3nnc(Cc4cccs4)n3-c3ccc(Cl)cc3)cc2N1	10	11	-18	-6	17	0	-4	1.6	-10
CCCCCCn1c(=O)[nH]c2nc3cc(N)c(C)cc3nc2c1=O	118*	-22	x	29*	-10	61*	32*	60*	72*
OCC(O)CSc1nc(-c2ccccc2)nc2c1CCC2 (stereo not given)	0	9	-24	0	8	-9	-9	0.8	4
COc1cccc(NC(=O)N2CCCC2C(=O)NCc2ccccc2F)c1 (stereo not given)	0	12	-17	-8	2	-3	-8	-0.2	14
O=C(NCC1CCCO1)/C(=C\c1ccco1)NC(=O)c1ccc(Cl)cc1 (stereo not given)	0	10	-2	1	12	-9	-8	0.1	-10
Cc1cc(Cl)ccc1OCC(=O)NNC(=O)c1ccc(=O)[nH]c1	3	2	-9	-5	-3	-1	-7	-0.1	-25
COc1ccc(-n2c(SCC(=O)Nc3ccccc3C)nc(O)c(Cc3ccccc3)c2=O)cc1	8	4	-5	-4	12	-2	-3	0.7	-34
COc1cc(-c2nc(S(=O)(=O)c3ccc(C)cc3)c(N(C)C)o2)cc(OC)c1OC	-2	4	-23	12	1	-3	-2	0.5	-2
Cc1sc2nc(CN(C(=O)NC3CCCCC3)C3CCCC3)[nH]c(=O)c2c1C	6	-5	-15	12	-7	-4	10	-0.1	-34
CC(C)N(Cc1nc(-c2ccc(Cl)cc2)no1)Cc1nccn1C	8	-17	-10	-4	4	-7	28	2.7	-13
CN(C)S(=O)(=O)c1ccc2c(c1)nc(CCC(=O)NCC(=O)Nc1ccc(F)c(F)c1F)n2C	1	9	x	-7	10	-8	-15	0.7	-22
Cc1ccccc1-n1c(-c2ccncc2)n[nH]c1=S	13	8	-10	-11	1	-1	-3	0.3	-10
N/C(=N\OC(=O)c1cc(-c2ccccc2)nc2ccccc12)c1cccnc1	2	-5	-12	4	-10	-3	14	0.2	-6
O=C(O)CN1C(=O)C2C3CC(C2C1=O)C1C(c2ccc(F)cc2)c2sc(=O)[nH]c2SC31 (stereo not given)	8	0	-3	6	-7	-3	1	-0.3	7
CCOc1ccc(OCCC(=O)N(CCCOC)c2c(N)n(Cc3ccccc3)c(=O)[nH]c2=O)cc1	10	7	-3	5	1	-1	-21	0.6	-23
CC(=O)c1cccc(NC(=O)C2CCN(S(=O)(=O)c3cccs3)CC2)c1	6	1	-6	-2	10	-4	4	0.3	9
O=C(CC(c1ccccc1)c1cc(Br)ccc1O)N1CCCCC1 (stereo not given)	8	-13	-18	-15	17	-7	-9	1.1	-10
O=C(NC1CCCCCC1)C(=S)NCCc1ccccc1	4	2	-13	0	-12	-3	-4	1.0	-27
Cc1ccc(-n2c(SCC(=O)N3CCOCC3)nnc2-c2cccnc2)cc1	x	4	-4	4	-2	1	1	0.1	x
CC(=O)Nc1ccc(C(=O)N/N=C/C2CC3C=CC2C3)cc1 (stereo not given)	0	6	0	-17	14	-4	-3	1.1	5
COc1cccc(CNC(=O)CN(C)S(=O)(=O)c2ccc3c(c2)CC(C)N3C(C)=O)c1 (stereo not given)	0	-10	-14	1	-13	-3	27	0.4	-24
COc1ccccc1NS(=O)(=O)c1ccc(C(=O)NCC(c2ccccc2OC)N(C)C)cc1 (stereo not given)	2	0	x	-5	-2	-5	1	0.7	-2
CCOC(=O)c1cnc(-n2nc(C)cc2C)[nH]c1=O	-4	12	-11	-4	11	-2	-18	-0.1	-4
O=C(CSc1nnc(COc2ccc(Cl)cc2)o1)Nc1ccc(N2CCOCC2)cc1	7	10	x	13	10	0	-7	0.5	-26
O=c1[nH]c(=S)[nH]cc1Oc1ccccc1	10	1	x	4	-2	0	-3	0.1	-22
O=C(NC(=S)N1CCOCC1)c1cc2ccccc2o1	7	2	7	6	-7	-4	-3	0.2	-4
O=C(CNc1ccc2ccccc2c1)N/N=C/c1ccncc1	4	3	-4	-2	11	-4	-7	3.0	-4
Cc1ccc(C)n1-c1cc(S(=O)(=O)N2CCOCC2)ccc1N1CCCC1	-4	-2	-5	-12	14	-7	-3	0.5	9
CC(=O)OC1CC2(C)C(CCC2(O)C(C)=O)C2CCC3C(Cl)C(=O)CCC3(C)C12 (stereo not given)	0	9	x	-15	19	-5	-19	2.9	4
O=C(/C=C/c1ccccc1[N+](=O)[O-])NCCc1ccc(F)cc1	2	-8	-20	-6	14	-7	13	1.3	-4
CCCC(=O)NCCCc1nc2ccccc2n1CCC	4	5	-11	-2	-23	0	2	-0.1	2
O=C(c1ccccc1)c1ccc(OCC(=O)N2CCOCC2)cc1	3	10	-13	-17	14	-3	-9	1.6	-6
O=C(COc1ncnc2c(Cl)cc(Cl)cc12)Nc1cc([N+](=O)[O-])ccc1Cl	4	5	-7	-4	7	-2	-9	0.1	-4
COc1cc(C(=S)N2CCOCC2)ccc1OS(=O)(=O)c1ccc(Cl)cc1	0	6	-14	-8	10	-2	-26	0.6	-1
CC(=O)Nc1cc(=O)c2cccnc2[nH]1	2	3	x	-11	4	-1	-7	0.0	-11
O=C(COC(=O)/C=C/c1ccc(C(F)(F)F)cc1)NCCC1=CCCCC1	0	8	-7	6	1	-1	-17	1.7	-30
CCN(CC(=O)Nc1c(F)cccc1F)C(=O)/C=C/c1cn(Cc2ccccc2)nc1-c1cccnc1	-1	10	-26	7	13	-4	-6	0.9	-24
COc1ccc(C(O)Cn2c(=N)n(CCCN(C)C)c3ccccc32)cc1 (stereo not given)	7	-1	-3	7	-4	-9	-2	0.1	0
CCC(=O)c1cc2c(C)cc(=O)oc2c(C)c1O	0	7	-13	-18	12	1	-31	0.4	-7
N/C(CC(=O)NCCOc1ccccc1)=N\O	6	-7	-8	-17	14	-1	15	0.3	-6
O=C(CCCN1C(=O)/C(=C/c2cccs2)SC1=S)NNC(=O)c1ccc(F)cc1	2	2	-12	-5	11	-6	-5	0.4	26
Cc1ccc2[nH]cc(C(=O)CN3CCOCC3)c2c1	x	4	-6	-3	-9	0	1	0.1	x
Additional results follow.
SMILES	TAAR1 ag	M1 PAM	CHO parental Ca	CHO-K1 Ca antag	M1 PAM parental	CHRM1 agonist	M1 antag	M1 ag parental	TAAR1 antagonist
Nc1nc(C23CC4CCC(CC(C4)C2)C3)cs1	24	10	-19	-21	20	-4	-5	2.0	-2
CCCC(=O)N1CCC1(C)C(=O)NCc1ccc(SC)cc1 (stereo not given)	0	4	x	-6	18	-3	-9	0.7	-14
COc1cc(NC(=O)C2CCN(S(=O)(=O)c3cccc4nonc34)CC2)cc(OC)c1	14	6	-6	18	-6	2	-37	2.8	-3
COc1ccc(CN(C(=O)c2cc3ccccc3oc2=O)C2CCS(=O)(=O)C2)cc1OC (stereo not given)	2	-5	-7	1	-7	-5	8	1.0	10
Cc1cc(C)nc(N/N=C2/CCSc3ccc(F)cc32)n1	-1	-4	-11	-18	-2	-7	12	0.8	9
CCN1CCN(C(=O)C2=C(C(=O)O)CCCC2)CC1	3	-3	-6	-11	16	-2	3	0.6	19
Cn1c(=O)c(-c2ccccc2)c(O)c2ccccc21	4	1	-13	8	-9	-4	-3	-0.2	1
CC1CCc2c(sc3ncnc(NCCCOC(C)C)c23)C1 (stereo not given)	6	-3	-25	-1	4	-6	7	0.2	-13
Cn1c(CN2CCCC(C(=O)c3ccc4c(c3)OCO4)C2)nc2ccccc21 (stereo not given)	1	-7	-7	-2	9	-12	-6	0.8	-26

Single records (already shown). Values in the order: TAAR1 ag	M1 PAM	CHO parental Ca	CHO-K1 Ca antag	M1 PAM parental	CHRM1 agonist	M1 antag	M1 ag parental	TAAR1 antagonist
CC1CCc2c(sc3ncnc(NCCCOC(C)C)c23)C1 (stereo not given) in the list: 6	-3	-25	-1	4	-6	7	0.2	-13
CCCC(=O)N1CCC1(C)C(=O)NCc1ccc(SC)cc1 (stereo not given) in the list: 0	4	x	-6	18	-3	-9	0.7	-14
Cn1c(=O)c(-c2ccccc2)c(O)c2ccccc21 in the list: 4	1	-13	8	-9	-4	-3	-0.2	1
CCN1CCN(C(=O)C2=C(C(=O)O)CCCC2)CC1 in the list: 3	-3	-6	-11	16	-2	3	0.6	19

Bioassay records deposited in PubChem by The Scripps Research Institute Molecular Screening Center.
